Bioassay records as filed in PubChem BioAssay.
PGK inhibitor: inhibitors of T. brucei phosphoglycerate kinase. 380,000 compounds, 0.043% hits. P07378. PGK/GAPDH coupled, Kinase-Glo luminescence, 60 min. Potency, µM (top dose mostly 57.5 µM), for the others: top-dose activity change, negative = inhibition, most hits filed as inhibitors. AID 602233; also: % is scaled to controls: 0 for no effect and ±100 for the full control effect; nearly all actives have a fitted effect of over 60% in size
Target sequence (P07378 whole entry, looked up): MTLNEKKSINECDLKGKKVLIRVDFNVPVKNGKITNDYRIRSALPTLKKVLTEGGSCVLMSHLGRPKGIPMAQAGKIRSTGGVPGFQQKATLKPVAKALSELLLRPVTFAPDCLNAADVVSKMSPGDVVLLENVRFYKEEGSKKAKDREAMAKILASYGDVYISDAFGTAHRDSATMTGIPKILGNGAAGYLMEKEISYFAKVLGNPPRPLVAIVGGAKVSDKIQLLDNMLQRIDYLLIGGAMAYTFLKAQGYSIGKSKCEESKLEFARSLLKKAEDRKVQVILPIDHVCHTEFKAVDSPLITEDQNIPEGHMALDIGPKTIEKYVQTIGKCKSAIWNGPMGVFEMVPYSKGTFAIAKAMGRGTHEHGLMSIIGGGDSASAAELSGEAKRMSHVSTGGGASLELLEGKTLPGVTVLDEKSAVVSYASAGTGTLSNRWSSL
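Recombinant glycosomal PGK reaction used 1,3-bisphosphoglycerate generated in-well by GAPDH (100nM final) in 100mM TEA pH 7.6, 5mM MgCl2, 0.01% Tween-20. After 60 minutes at room temperature, ATP was read by Kinase-Glo Plus luminescence end-point.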
JMJD2A Tudor: blocks the human JMJD2A Tudor domain; O75164; AlphaScreen JMJD2A-Tudor / H3K4me3 peptide binding; Potency, µM (titrated, usually from 114 µM), for inactives: at the highest dose activity change, negative = inhibition, usual class: inhibitors; 390,000 compounds, 4.4% hits; AID 504339; also: % is scaled to controls: 0 for no effect and ±100 for the full control effect; nearly all actives have a fitted effect of over 50% in size
GLS inhibitor: inhibitors of human glutaminase (GLS). O94925. GLS enzymatic activity, qHTS titration. Potency, µM (highest dose often 45.5 µM), inactives show top-dose activity change, negative = inhibition, actives largely listed as inhibitors. 410,000 compounds, 0.21% hits. AID 624170; also: % is scaled to controls: 0 for no effect and ±100 for the full control effect
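Assay buffer: 45 mM KH2PO4 pH 8.2, 0.02% Tween-20. hKGA acts on L-glutamine (1 mM solution added); product glutamate is reported by an oxidase/peroxidase Amplex Red coupling, with fluorescence taken at baseline and 30 min.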
ERG Ets-DNA blk: blocks human ERG Ets domain binding to DNA. fluorescence polarization, His-ERG Ets domain / labelled DNA. 370,000 compounds, 0.028% hits. AID 624246. Potency, µM (titrated, usually from 76.9 µM), without a hit: at the highest dose FP activity, negative = inhibition, hits mostly inhibitors; active = well fitted inhibition curve with a large enough effect in the polarisation, with a control signal flat; inconclusive = small, poorly fitted or top-dose-only effect, or effect the other way, or a change in a side signal; inactive = no such curve, though single readings can be large or run the other way; the % refers to the polarisation;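 also: polarization taken with two DNA probes labelled with fluorescein and Texas red; % of control where 0% means no effect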
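His-tagged ERG Ets domain (1 uM in the protein solution; 300mM KCl, 50mM Tris-HCl, 1mM EDTA, 1mM DTT, pH 7.5) received compound, then a probe mix of 5 nM fluorescein-DNA and 100nM Texas-615-DNA. Fluorescence polarization was read for both dyes.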
RGS4 inhibitor: inhibitors of human regulator of G protein signaling 4 | P49798 | Transcreener GDP fluorescence polarization, RGS4-accelerated GTP hydrolysis | Potency, µM (titrated, usually from 114 µM), for the others: at the top dose activity change, negative = inhibition, usual class: inhibitors | 390,000 compounds, 0.039% hits | AID 504845; also: % is scaled to controls: 0 for no effect and ±100 for the full control effect; nearly all actives have a fitted effect of over 75% in size; some results filed as inactive show a strong effect at the top dose
Target sequence (P49798 whole entry, looked up): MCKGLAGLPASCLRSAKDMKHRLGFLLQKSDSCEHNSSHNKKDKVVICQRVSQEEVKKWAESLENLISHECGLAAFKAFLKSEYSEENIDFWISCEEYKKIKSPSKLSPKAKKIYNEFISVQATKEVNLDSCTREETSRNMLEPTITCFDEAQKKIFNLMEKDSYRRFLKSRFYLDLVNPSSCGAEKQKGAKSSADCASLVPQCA
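MLSMR compounds (23 nl, pin-transferred) preincubated 10 min at room temperature with a 500nM (2x) first reagent, then RGS4 at 900nM (2x) plus Transcreener GDP mix added; fluorescence polarization (620/688 nm) read before and after 90 min at 30 °C.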
rTrxR1 inhibitor: rat TrxR1 inhibition; Potency, µM (doses to about 114 µM), for inactives: top-dose activity change, negative = inhibition, most hits filed as inhibitors; recombinant rTrxR1, NADPH fluorescence consumption, selenite substrate; 390,000 compounds, 1% hits; also: % is scaled to controls: 0 for no effect and ±100 for the full control effect; nearly all actives have a fitted effect of over 65% in size
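Rat TrxR1 (90 nM in the dispensed reagent) was pre-reduced with 400 uM NADPH for 5 min at room temperature, then incubated with compound for 15 min. After 400 uM selenite was added, NADPH fluorescence (Ex 340/Em 450 nm) was followed for 8 min.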
ALOX12 inh: inhibitors of human 12S-lipoxygenase ALOX12; 580,000 compounds, 1.1% hits; Potency, µM (titrated, usually from 108 µM), for inactives: at the top dose activity change, negative = inhibition, most hits filed as inhibitors; purified 12hLO, xylenol orange hydroperoxide absorbance; P18054; AID 1671190; also: % is scaled to controls: 0 for no effect and ±100 for the full control effect
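Hydroperoxide product was detected by ferrous iron/xylenol orange as the 573 to 405 nm absorbance ratio. Arachidonic acid at 40 uM (final) was turned over for 30 min at room temperature by 150 nM human 12hLO, pH 7.0 Hepes buffer, after 15 min compound preincubation.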
Pin1 inhibitor: human Pin1 inhibition. Pin1 FP peptide displacement, HiFluor488, 10 min. Potency, µM (series often up to 115 µM), without a hit: top-dose activity, negative = inhibition, usual class: inhibitors. 390,000 compounds, 0.009% hits. AID 504891. Q13526; active = well fitted inhibition curve with a large enough effect in the polarisation, with a control signal flat, not every such curve was filed as active; inconclusive = small, poorly fitted or top-dose-only effect, or effect the other way, or a change in a side signal; inactive = no such curve, though single readings can be large or run the other way; the % refers to the polarisation; also: % is scaled to controls: 0 for no effect and ±100 for the full control effect
Target sequence (Q13526 whole entry, looked up): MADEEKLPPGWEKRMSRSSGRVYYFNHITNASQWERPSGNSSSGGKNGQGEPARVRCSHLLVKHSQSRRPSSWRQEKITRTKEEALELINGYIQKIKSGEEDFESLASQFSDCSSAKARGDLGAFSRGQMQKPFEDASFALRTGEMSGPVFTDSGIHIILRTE
HP1b binding inh: HP1-beta chromodomain-methylated histone interaction inhibition. Potency, µM (series often up to 114 µM), for inactives: top-dose activity change, negative = inhibition, usual class: inhibitors. P83916. AID 540317. AlphaScreen HP1-beta / biotin-H3K9me3 peptide binding. 390,000 compounds, 0.56% hits; also: nearly all actives have a fitted effect of over 70% in size; inactives centre near 23
Target sequence (P83916 whole entry, looked up): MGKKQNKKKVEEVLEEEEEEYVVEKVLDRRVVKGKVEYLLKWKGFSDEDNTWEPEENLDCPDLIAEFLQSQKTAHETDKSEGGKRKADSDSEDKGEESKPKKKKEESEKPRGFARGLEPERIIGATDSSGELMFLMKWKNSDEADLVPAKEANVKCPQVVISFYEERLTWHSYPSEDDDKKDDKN
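AlphaScreen: HP1-beta (50 nM) preformed 30 min with biotin-H3(1-18)K9me3 peptide (50 nM) in PBS pH 7.4, 0.01% Tween-20. Compound added for 30 min at RT, then streptavidin donor/nickel chelate acceptor beads (10 ug/mL) for 30 min.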
Numbers without * were called inactive; i = inactive; ? = inconclusive; . = no result given; & = joins results of further samples; [ ] = another dose, or the depositor's remark. Unless noted, calls follow the shape of the dose curve; as a rule, active = well fitted curve in the direction sought with a large enough effect; inconclusive = small, poorly fitted or top-dose-only effect, or another doubt; inactive = no such curve, though single readings can be large; an effect the other way counts as inactive or inconclusive. Potency is read from the fitted curve at half-maximal effect. An excerpt, so the mix of outcomes need not match the whole.

Order of results: GLS inhibitor, Pin1 inhibitor, ALOX12 inh, ERG Ets-DNA blk, PGK inhibitor, RGS4 inhibitor, rTrxR1 inhibitor, JMJD2A Tudor, HP1b binding inh
Cc1ccc(N(CC(=O)N2CCN(c3ccc(F)cc3)CC2)S(=O)(=O)c2c(C)nn(C)c2C)cc1
    18%, 0%, 0%, -3%, 5%, 14%, 3%[57.1 µM], -36%, 10%
Cc1ccc[n+](-c2nc3ccccc3nc2C(=C=[N-])C#N)c1
    0%&16%, ?, -24%&0%, 9%&-4%, 0%&-3%, -9%&22%, 17%[0.0914 µM], -6%&-18%, 6%&0%
C=CCSc1nc(C)cc(/C=C\c2ccccc2)c1C#N
    8%, 9%, 13%, 1%, 9%, -2%, -1%[57.1 µM], 16%, 84%
CCC(Oc1ccccc1)C(=O)Nc1ccc(-c2nnc(-c3ccco3)o2)cc1 (stereo not given)
    2%, 41%[activator], 13%, 3%, -5%, -19%[56.9 µM], -14%, -20%[57.1 µM], 51%[activator]
Cc1cc2c3c(c1C)C(=O)C(=O)N3C(C)(C)CC2C (stereo not given)
    -1%, -4%, -2%, -2%, -9%, -1%, 8%, ?, -16%
O=C(/C=C/c1cccc([N+](=O)[O-])c1)c1ccco1
    1%, 3%, -6%, 11%, 7%, -37%, 18µM*, 2%, 27%
CCN(CC)S(=O)(=O)c1ccc2c(c1)N(CC(=O)N1CCN(c3ccc(OC)cc3)CC1)C(=O)CO2
    22%, -6%, 4%, -4%, -3%, 8%, -11%[57.1 µM], -26%, 1%
CC(O)c1cccc(NC2=CC(=O)CC(C)(C)C2)c1 (stereo not given)
    4%, 0%, 3%, 20%, -4%, 13%, -1%, -15%, 18%
CCN(CC)c1ccc(/C=N/NC(=O)c2cccc(N3CCCC3=O)c2)cc1
    14%, 0%, -11%, -21%, 3%, -23%, 6%[57.1 µM], -15%, 20%
NC(=O)C1=C[C@@H](c2coc3ccccc3c2=O)C[C@@H](OCc2ccc(CO)cc2)O1
    6%, -2%, 11%, 2%, 3%, 8%, 13%, -4%, 32%

Entries listed above printed as active in rTrxR1 inhibitor.
Order of results: GLS inhibitor, Pin1 inhibitor, ALOX12 inh, ERG Ets-DNA blk, PGK inhibitor, RGS4 inhibitor, rTrxR1 inhibitor, JMJD2A Tudor, HP1b binding inh
O=C(/C=C/c1cccc([N+](=O)[O-])c1)c1ccco1
    1%, 3%, -6%, 11%, 7%, -37%, 18µM*, 2%, 27%

Continuation.
Order of results: GLS inhibitor, Pin1 inhibitor, ALOX12 inh, ERG Ets-DNA blk, PGK inhibitor, RGS4 inhibitor, rTrxR1 inhibitor, JMJD2A Tudor, HP1b binding inh
CCOc1ccc(C(=O)Nc2cc(-c3cn4cccnc4n3)ccc2C)cc1OCC
    8%, -1%, -7%, -5%, -2%, 0%, 0%[57.1 µM], -15%, 14%[57 µM]
Nc1ccc(C(=O)N2CCCC2)cc1
    -2%, -9%, 0%, 1%, i, -10%[56.9 µM], -12%, -8%[57.1 µM], 67%[activator]
Cc1cccc(C(=O)NC(=S)N(C)C2CCCCC2)c1
    -1%, -4%, 135%[activator], 7%, -1%, -38%, -13%, ?, 21%
CC(C)OC(=O)CSc1nc(C(C)C)nc2ccccc12
    -2%, -6%, 3%, -1%, 6%, -18%, 2%, -5%, 41%[activator]
CCCCOc1ccc(/C=C/C(=O)Nc2ccc([N+](=O)[O-])cc2C)cc1
    1%, 4%, -1%, -6%, -9%, -15%, -3%, -17%, 15%
COc1ccc(S(=O)(=O)N2CCC(C(=O)N3CCN(c4ccccc4OC)CC3)CC2)cc1
    -5%, 4%, 41%[activator], 8%, -7%, -14%, 7%, -11%, 11%
CCc1ccc(/C(C)=N/NC(=O)CNC(=O)/C=C/c2ccccc2OC)cc1
    6%, 4%, 2%, -2%, 1%, -6%, 2%, -9%, 2%
CC(C)CCNC(=O)C(=O)NCCC1=CCCCC1
    1%, 5%, -23%, -2%, 5%, -36%, -1%, -5%[57.1 µM], -7%
COc1ccc2[nH]c3c(c2c1)CCN1C(=O)N([C@@H](C)C(=O)NCCc2ccc(OC)c(OC)c2)C(=O)[C@]31C
    9%, 2%, -1%, 5%, i, 7%, 8%, ?, -16%
COc1ccc(NC(=S)N2CCC(c3ccccc3)C2)cc1 (stereo not given)
    14%, 1%, -3%, -4%, 7%, -43%, -13%, -10%, 20%
Cc1sc(NC(=S)NC(=O)c2ccccc2)c(C#N)c1C
    20%, 1%, -14%, -3%, -2%, ?, ?, -16%, -2%
O=C(CSc1ccc(F)cc1)N1CCC(c2nc3ccccc3s2)CC1
    -11%, 6%, -3%, 6%, i, -2%[11.4 µM], 19%[57.1 µM], -24%[11.4 µM], 47%[activator]
Cc1ccc(CNS(=O)(=O)c2cc(Br)cc3c2N(C(=O)C2CC2)CC3)cc1
    4%, 21%, -10%, 2%, -6%, -10%, 15%, -23%, 18%
O=C(NCCc1ccccc1)c1ccc2c(c1)CCN2S(=O)(=O)c1ccc(Cl)cc1
    -2%, 0%, ?, 5%, -3%, 16%, 25%, -9%, 16%
Cc1cccc(-c2nsc(SCC(=O)Nc3nccs3)n2)c1
    -15%, 6%, ?, -7%, -7%, ?, -16%, ?, -8%
O=C(NC1CC1)c1ccc(F)cc1Cl
    6%, ?, 10%, -7%, 3%, 13%, 14%, 9%, 20%
CCCCCO
    1%, -12%, -1%, 4%, 0%, 10%, 18%, -7%, 24%
CCOc1ccccc1C(=O)Nc1ccccc1O
    -5%, 0%, -11%, -8%, i, -15%, 12%, -9%, 15%
Cc1ccc2nc(C)c3c(c2c1)OC(C(C)(Cl)Br)C3 (stereo not given)
    9%, -1%, 0%, 13%, 3%, -14%, 7%, -20%, 29%
CCOC(=O)C1CCN(S(=O)(=O)Cc2ccc(Cl)cc2)CC1
    4%, 5%, -27%, ., ., 12%, -18%[2.29 µM], -15%, 15%

As a working copy, part of the list above:
Order of results: GLS inhibitor, Pin1 inhibitor, ALOX12 inh, ERG Ets-DNA blk, PGK inhibitor, RGS4 inhibitor, rTrxR1 inhibitor, JMJD2A Tudor, HP1b binding inh
Cc1sc(NC(=S)NC(=O)c2ccccc2)c(C#N)c1C
    20%, 1%, -14%, -3%, -2%, ?, ?, -16%, -2%
O=C(CSc1ccc(F)cc1)N1CCC(c2nc3ccccc3s2)CC1
    -11%, 6%, -3%, 6%, i, -2%[11.4 µM], 19%[57.1 µM], -24%[11.4 µM], 47%[activator]
Cc1ccc(CNS(=O)(=O)c2cc(Br)cc3c2N(C(=O)C2CC2)CC3)cc1
    4%, 21%, -10%, 2%, -6%, -10%, 15%, -23%, 18%

Next part
Order of results: GLS inhibitor, Pin1 inhibitor, ALOX12 inh, ERG Ets-DNA blk, PGK inhibitor, RGS4 inhibitor, rTrxR1 inhibitor, JMJD2A Tudor, HP1b binding inh
CCC(NC(=O)c1ccc(C#CC2(O)CCCCC2)cc1)C(=O)O (stereo not given)
    -12%, -1%, 0%, -1%, -1%, -10%, 24%, -3%[11.4 µM], 36%
Cc1ccsc1CNCC(O)c1ccccc1 (stereo not given)
    7%, -11%, -10%&-39%, 3%, -3%, 3%, 28%, -5%, 34%
Cn1c(=O)c2c(nc(Br)n2CCSc2nnnn2-c2ccccc2)n(C)c1=O
    0%, -3%, 2%, -6%, -4%, 10%, -9%, -5%, 18%
OCCSc1ccc2nnc(-c3ccccc3)n2n1
    ., 2%, ., ., ., -4%, 29%, -8%[57.1 µM], 13%[57 µM]
COCCNS(=O)(=O)c1cc(C(=O)O)ccc1OC
    2%, 4%, -6%, 1%, -5%, -15%, 4%[57.1 µM], 10%, 49%[activator]
Cn1cc(SCC(=O)NCc2ccc3c(c2)OCO3)c2ccccc21
    2%, 0%, -1%, -8%, -4%, -2%, 25%[57.1 µM], -25%, 14%
Cc1onc(-c2ccccc2)c1C(=O)Nc1cccc2nsnc12
    10%, 1%, 0%, 1%, 5%, -7%, -4%, 5%, 49%[activator]
CCCCN1CNC(=S)N(Cc2ccccc2)C1
    6%, 0%, ?, -17%, -1%, 3%, -7%, -6%, 11%
O=[N+]([O-])c1ccc(Cl)cc1N1CCCCC1
    3%, 4%, -13%, 5%, 2%, 25%, -2%, ?, ?
CCc1ccccc1NC(=S)N1CCNC(=O)C1CC(=O)OC (stereo not given)
    15%, 0%, -4%, 1%, 0%, ?, 12%[57.1 µM], 45µM*, -1%
Cc1ccc(C(=O)Nc2c(N)nc(SCC(=O)NCC3CCCO3)[nH]c2=O)cc1 (stereo not given)
    3%, -1%, 1%, 0%, 7%, 8%, 3%, -1%, 27%
S=c1[nH]nc([C@@H]2C[C@H]2c2ccccc2)n1-c1ccccc1Cl
    -15%, -6%, -6%, -1%, -2%, -44%, 2%, ?, 44%[activator]
COc1ccc2c(c1)c1c(c(=O)n(-c3ccccc3C)c(=O)n1CC(N)=O)n2C
    -8%, -4%, -24%, -7%, -3%, 3%, 112%[activator], 1%, 27%
CCCCc1ccc(/C=C(\C#N)C(N)=S)s1
    -22%, -4%, 40µM*, -3%, -9%, ?, 10%[57.1 µM], 35µM*, 25µM*
CN1/C(=C\C(=O)c2ccco2)C(C)(C)c2ccccc21
    -3%, ?, -29%, ?, ., ?, 10µM*, 12%, 62%[activator]
O=c1c(Cl)c2oc3ccccc3nc-2c2ccccc12
    -1%, ?, ., -1%, 2%, -9%, -17%, ?, -2%
